From PubChem BioAssay
APP 5'UTR act – APP 5'UTR luciferase reporter activation; SH-SY5Y APP 5'UTR luciferase reporter, luminescence; zero percent = DMSO vehicle wells; AID 1276; activation, % at 2 µM; hit rate 1% among 190,000;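 active = activation above a set limit, based on mean plus 3 SD of controls, cut at about 140% in these data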; note: values of inactives mirror those of a sister screen read the other way
DTT redox prof – compounds producing H2O2 with reducing agent – biochemical, NIH compound library profiling, artefact control for MLSCN library redox annotation, primary screen | DTT-dependent redox cycling H2O2, phenol red/HRP absorbance; 100% = 100 µM peroxide control, 0% = buffer | activation, % at 10 µM | hit rate 0.03% among 200,000 | AID 878;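 active = activation of at least 50% relative to the plate's high and low controls in the primary single-dose screen; inactive = activation below 50%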;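 note: compound incubated with DTT at 0.8 mM final as the reducing agent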
STAT3 inh – reduces IL-6 driven STAT3 reporter signal; U3A cells, IL-6 STAT3-luciferase reporter, luminescence; host cell line lacks STAT1; hit rate 0.89% among 190,000; AID 862; inhibition, % at 5.5 µM;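 active = inhibition above the mean inhibition across all screened compounds plus 3 SD, cut at about 44% in these data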;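 note: 0% = DMSO only wells and 100% = 100 µM nifuroxazide control wells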
STAT1 inh – STAT1 signaling inhibition. hit rate 0.35% among 200,000. inhibition, % at 5.5 µM. NIH 3T3 STAT1-luciferase reporter, IFN-gamma, luminescence. AID 920;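 active = inhibition above a set limit, the mean inhibition across all tested compounds plus 3 SD, cut at about 34% in these data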;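 note: 0% = IFN-gamma with DMSO and 100% = IFN-gamma with 300 µM nifuroxazide; values of inactives mirror those of a sister screen read the other way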
TLR4 MyD88 comp – blocks binding of human TLR4 to MyD88. HeLa CL3-4 TLR4/MyD88 BLA complementation, FRET ratio. inhibition, % at 8.4 µM. hit rate 0.18% among 200,000; in the data active = inhibition above about 25%;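 note: 0% = vehicle and 100% = reference inhibitor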
Target sequence (O00206 whole entry, looked up): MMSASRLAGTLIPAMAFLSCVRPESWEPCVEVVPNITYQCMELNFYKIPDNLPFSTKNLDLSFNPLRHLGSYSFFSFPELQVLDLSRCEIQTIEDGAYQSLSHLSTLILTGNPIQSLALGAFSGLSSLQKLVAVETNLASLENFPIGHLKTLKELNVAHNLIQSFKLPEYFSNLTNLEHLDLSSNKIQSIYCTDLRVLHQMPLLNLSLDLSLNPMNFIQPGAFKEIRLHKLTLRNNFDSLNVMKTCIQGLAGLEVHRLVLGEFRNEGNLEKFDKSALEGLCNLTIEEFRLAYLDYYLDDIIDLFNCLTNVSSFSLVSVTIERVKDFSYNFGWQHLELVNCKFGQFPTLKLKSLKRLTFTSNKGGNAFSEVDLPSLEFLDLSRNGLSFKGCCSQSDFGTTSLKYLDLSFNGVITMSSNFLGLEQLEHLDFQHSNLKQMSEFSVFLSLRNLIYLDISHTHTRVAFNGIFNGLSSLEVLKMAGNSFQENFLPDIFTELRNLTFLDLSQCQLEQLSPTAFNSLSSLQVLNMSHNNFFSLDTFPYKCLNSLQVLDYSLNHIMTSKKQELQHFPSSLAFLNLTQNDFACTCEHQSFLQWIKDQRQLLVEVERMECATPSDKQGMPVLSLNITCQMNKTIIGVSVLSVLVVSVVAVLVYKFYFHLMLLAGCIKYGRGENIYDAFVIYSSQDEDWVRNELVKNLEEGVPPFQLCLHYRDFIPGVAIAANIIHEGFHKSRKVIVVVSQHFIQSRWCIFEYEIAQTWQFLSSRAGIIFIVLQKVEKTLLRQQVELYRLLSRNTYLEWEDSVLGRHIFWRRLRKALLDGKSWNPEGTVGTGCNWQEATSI
Target sequence (Q99836 whole entry, looked up): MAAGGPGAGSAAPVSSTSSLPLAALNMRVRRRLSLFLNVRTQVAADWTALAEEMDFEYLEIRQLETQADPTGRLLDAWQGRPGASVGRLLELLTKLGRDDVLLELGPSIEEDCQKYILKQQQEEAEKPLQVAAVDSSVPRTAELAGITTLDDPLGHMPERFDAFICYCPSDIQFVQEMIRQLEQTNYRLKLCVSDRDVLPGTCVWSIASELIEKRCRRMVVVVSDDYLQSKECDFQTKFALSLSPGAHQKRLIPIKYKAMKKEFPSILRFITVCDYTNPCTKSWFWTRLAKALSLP
NF-kB neuron act – NF-kB expression increase, human neuronal cells | NF-kB reporter expression; active compounds read high | fold change at 12.5 µM | hit rate 1.6% among 190,000 | AID 1239; in the data active = fold change above about 3.3
STAT3 act – activators of IL-6 induced STAT3 signaling | AID 871 | hit rate 0.91% among 190,000 | U3A cells, IL-6 STAT3-luciferase reporter, luminescence; 100% = signal with IL-6 EC80 alone | activation (% of control), % at 5.6 µM;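 active = activation above the screen-wide mean of compound activation plus 3 SD, cut at about 130% in these data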;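 note: 0% = background luminescence of wells with medium and substrate only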
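Assay system – human STAT1-deficient U3A cells with stable STAT3-luciferase reporter · Also added – IL-6 (33 ng/mL) · Schedule – compound 1 h, then IL-6 6 h at 37 °C · Technique – reporter luminescence signal · Evaluation – % activation versus median of IL-6-stimulated wells · Benchmarks – IL-6-only wells as 100% reference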
STAT1 activator – STAT1 signaling activation; NIH 3T3 STAT1-luciferase reporter, IFN-gamma, luminescence; 100% = IFN-gamma alone, no compound; activation (% of control), % at 5.5 µM; hit rate 2.6% among 200,000;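 active = activation above the screen-wide mean activation plus 3 SD, cut at about 130% in these data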;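 note: raw ratio to IFN-gamma control signal so 100% means no change and 0% no light; values of inactives mirror those of a sister screen read the other way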
Hsp70 act – Hsp70 transcriptional activation, primary screen; hit rate 0.04% among 200,000; HeLa Hsp70 promoter luciferase reporter, luminescence; scaled: vehicle 0, proteasome-inhibitor control 100%; AID 1203; activation, % at 10 µM;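 active = activation above the mean across all tested compounds plus 3 SD, cutoff set per campaign, cut at about 5.5% in these data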;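 note: 100% = MG132 at 30 µM as the positive control and 0% = DMSO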
HMGR II inh – E. faecalis class II HMG-CoA reductase inhibition | purified E. faecalis HMGR, NADPH absorbance 340 nm kinetic | inhibition, % at 10 µM | hit rate 0.41% among 190,000;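 active = inhibition above a set limit, the median over all tested compounds plus 3 SD, cut at about 9.5% in these data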;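 note: enzyme runs in reverse so mevalonate oxidation gives rising NADPH absorbance; 0% = complete reaction with DMSO and 100% = background rate lacking mevalonate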
* hit, by the source's call; . = not tested or not shown.

SMILES | APP 5'UTR act | DTT redox prof | STAT3 inh | STAT1 inh | TLR4 MyD88 comp | NF-kB neuron act | STAT3 act | STAT1 activator | Hsp70 act | HMGR II inh
CCn1c(C)c(CCC(=O)O)c(=O)n2nc(-c3ccccc3OC)cc12 | 2 | 1.6 | -4 | 5 | 3 | 1.1 | 105 | 95 | 0.2 | -5
CCCCCCSc1nc2c(c(=O)[nH]c(=O)n2C)n1C | -7 | -2.9 | 13 | -8 | 4 | 1 | 96 | 107 | -0.3 | 2
CC(C)(C)c1cc(Cc2ccccc2)[nH]n1 | 14 | 0.7 | 5 | 2 | 3 | 1.2 | 99 | 98 | -0.3 | -1
COC(=O)c1cc2sc(Cl)cc2n1CC(=O)Nc1cccc(SC)c1 | -6 | 0.2 | 11 | 3 | -6 | 0.86 | 93 | 97 | -0.2 | 1
Cc1ccc2occ(C3N[C@H](C(=O)O)CS3)c(=O)c2c1 (some centres not stated) | -1 | -3.7 | -6 | -5 | 3 | 1.3 | 109 | 105 | -0.1 | -5
NC(=O)C1CCN(C(=O)CSc2nc3ccccc3s2)CC1 | 14 | -3.1 | -11 | 0 | -1 | 1.1 | 111 | 100 | 0.0 | -1
CCN1C(=S)SC(=O)C1=C1C=C(C)N(CCO)C(C)=C1 | 121 | 1.4 | -1 | -60 | 2 | 2.8 | 105 | 158* | 1.1 | -2
COc1cc2c(cc1OC)CN(S(=O)(=O)c1cccs1)CC2 | 10 | 0.3 | -6 | 7 | -3 | 1.2 | 109 | 94 | -0.3 | -4
CNc1ccc(Br)cc(C(=O)/C=C/c2cccc(Cl)c2Cl)c1=O | -42 | 0.3 | -17 | 10 | -12 | 1 | 119 | 89 | 0.3 | -2
COC(=O)CSc1nc2nc(C)cc(C)n2n1 | -7 | -0.7 | 5 | -6 | 0 | 1.1 | 100 | 106 | -0.4 | 0
O=[N+]([O-])c1ccc(NC(=S)NCCc2ccc(Cl)cc2)cc1 | -5 | 10 | 5 | 6 | -1 | 0.65 | 100 | 95 | -0.2 | -3
CC(=O)N1CCN(c2ccc(NCc3ccc4c(c3)OCO4)cc2)CC1 | -8 | 1.9 | 19 | 1 | -1 | 0.91 | 86 | 99 | -0.1 | -4
CCCCNc1c(NC(C)=O)c(=O)oc2ccccc12 | 12 | -0.7 | -14 | -1 | 1 | 1.3 | 110 | 101 | -0.2 | 1
Cc1ccc(S(=O)(=O)NNC(=O)NC23CC4CC(CC(C4)C2)C3)cc1 | 11 | -0.2 | -9 | -5 | -4 | 1.1 | 111 | 104 | -0.2 | -4
COc1ccccc1Nc1nnc(SCC(=O)Nc2nc(-c3ccc(F)cc3)cs2)s1 | 13 | -0.4 | -8 | -19 | -14 | . | 111 | 115 | -0.2 | -1
COc1ccc(NC(=O)CNc2cccc(C#N)c2)cc1Cl | 12 | 0.0 | 30 | -14 | -13 | 1.2 | 76 | 113 | -0.3 | 0
Cc1c(-n2c(SCC(=O)NC(C)C)nc3ccccc3c2=O)c(=O)n(-c2ccccc2)n1C | 13 | -1.4 | 2 | -1 | -4 | 1.1 | 102 | 99 | -0.2 | -1
Cc1c(NC(=O)c2cc3nc(-c4ccccc4)cc(C)n3n2)c(=O)n(-c2ccccc2)n1C | 0 | 0.8 | 14 | 5 | -6 | 0.6 | 92 | 96 | 0.8 | 1
Oc1ccccc1Cn1c(-c2ccccc2O)nc2ccccc21 | -1 | 1.0 | 1 | 8 | 8 | 1 | 102 | 93 | -0.1 | 0
Cc1ccc(OCc2ccoc2C(=O)O)cc1C | 12 | 2.6 | 4 | -2 | -10 | 0.99 | 100 | 102 | -0.4 | -2

Whole records, looked up by structure. Order of screens: APP 5'UTR act | DTT redox prof | STAT3 inh | STAT1 inh | TLR4 MyD88 comp | NF-kB neuron act | STAT3 act | STAT1 activator | Hsp70 act | HMGR II inh
O=[N+]([O-])c1ccc(NC(=S)NCCc2ccc(Cl)cc2)cc1 is listed as -5 | 10 | 5 | 6 | -1 | 0.65 | 100 | 95 | -0.2 | -3
COc1ccc(NC(=O)CNc2cccc(C#N)c2)cc1Cl is listed as 12 | 0.0 | 30 | -14 | -13 | 1.2 | 76 | 113 | -0.3 | 0

Back to the main list, repeating the 2 entries before the break.
SMILES | APP 5'UTR act | DTT redox prof | STAT3 inh | STAT1 inh | TLR4 MyD88 comp | NF-kB neuron act | STAT3 act | STAT1 activator | Hsp70 act | HMGR II inh
Oc1ccccc1Cn1c(-c2ccccc2O)nc2ccccc21 | -1 | 1.0 | 1 | 8 | 8 | 1 | 102 | 93 | -0.1 | 0
Cc1ccc(OCc2ccoc2C(=O)O)cc1C | 12 | 2.6 | 4 | -2 | -10 | 0.99 | 100 | 102 | -0.4 | -2
CC(CCc1ccco1)NC(=O)Cn1nc(Cc2ccncc2)c2ccccc2c1=O (configuration not stated) | -13 | -0.3 | 17 | 10 | 2 | 1.5 | 93 | 91 | -0.2 | -5
CC1Cc2ccccc2N1C(=O)CSc1nc(-c2ccco2)cc(C(F)(F)F)n1 (configuration not stated) | -11 | -3.1 | 5 | 5 | -7 | 0.83 | 100 | 96 | -0.2 | 1
O=c1[nH]ncc(NCCCO)c1Cl | 17 | 0.9 | 5 | 1 | 11 | 1.2 | 99 | 99 | 0.1 | -2
CCOC(=O)c1cc2c(n(-c3ccc(C)cc3)c1=O)CCCC2=O | 6 | 1.3 | 9 | 6 | -6 | 0.96 | 95 | 94 | -0.1 | -1
Cc1c(Cl)c([N+](=O)[O-])nn1CCCC(=O)Nc1ccc(Cl)cc1Cl | -3 | 0.2 | -1 | -2 | -5 | 1 | 99 | 102 | -0.1 | 4
CCc1nnc(NS(=O)(=O)c2ccc(N/C=C\C(=O)c3ccc4ccccc4c3)cc2)s1 | -9 | 0.4 | -4 | -14 | 3 | 1.1 | 101 | 112 | 0.1 | 2
CC(Oc1ccccc1)C(=O)N=Nc1c(O)[nH]c2ccc([N+](=O)[O-])cc12 (configuration not stated) | -9 | -0.3 | 11 | 2 | 8 | 0.9 | 94 | 96 | 0.0 | -3
Cc1cc2ncc(-c3ncc(C(F)(F)F)cc3Cl)cn2n1 | 138* | 1.4 | 64* | 28 | -10 | 0.91 | 51 | 75 | -0.3 | 2
Cc1nc2ccc(C(=O)OCc3ccccc3Br)cc2nc1C | 5 | -0.5 | -16 | -4 | -6 | 2.9 | 114 | 104 | 0.9 | -5
O=C1CN(C(=O)COC(=O)CNC(=O)c2ccccc2)c2ccccc2N1 | 9 | 0.3 | 0 | -6 | -6 | 1.1 | 102 | 105 | 0.1 | -1
COc1ccc(C=O)cc1COc1ccc(C)cc1[N+](=O)[O-] | 9 | -3.1 | -6 | -5 | 8 | 1.8 | 111 | 104 | -0.4 | 5
O=C(COC(=O)c1cc(S(=O)(=O)Nc2ccccc2Cl)ccc1O)Nc1nc2ccccc2s1 | 19 | -2.2 | 13 | 1 | -1 | 1.4 | 95 | 98 | -0.2 | -4
COc1ccc(-c2noc(CSc3nnc(Cc4ccccc4)n3-c3ccc(Cl)cc3)n2)cc1 | -2 | 1.7 | 2 | -2 | 9 | 0.62 | 101 | 102 | 0.5 | -6
CSc1cccc(NC(=O)C2CCCN(S(=O)(=O)c3ccc(F)cc3)C2)c1 (configuration not stated) | -6 | -0.3 | 12 | 0 | 10 | 0.83 | 92 | 100 | -0.2 | -9
COc1ccc(Oc2nnc(C)c3ccccc23)cc1 | 38 | 0.1 | 13 | -32 | -7 | 3.5* | 94 | 130* | -0.1 | -8
CCOC(=O)c1cccc(NC(=O)CSc2nc(N)cc(N)n2)c1 | -8 | -0.7 | 4 | 9 | -2 | 0.99 | 97 | 92 | 0.0 | -7
Cc1cccc(-c2ncc(CN3CCN(CCC(C)C)C(CCO)C3)cn2)c1 (configuration not stated) | 18 | 0.9 | 10 | -5 | -3 | 1.2 | 101 | 104 | -0.1 | -8
Cc1ccc(NC(=O)COc2cccnc2[N+](=O)[O-])cc1S(=O)(=O)N1CCOCC1 | 18 | -0.1 | 3 | 3 | 7 | 0.83 | 105 | 95 | 0.0 | 0
COc1ccc(CN2CCN(C3CCOCC3)CC2CCO)c(C)c1C (configuration not stated) | -12 | -1.3 | 1 | -10 | -5 | 1.1 | 103 | 108 | -0.4 | -6
COCCNC(=O)C(c1cccnc1)N(Cc1ccccc1)C(=O)Cn1nnc2ccccc21 (configuration not stated) | 33 | -1.4 | -4 | -17 | 5 | 1.6 | 107 | 113 | -0.1 | -1
Cc1ccsc1C(=O)N/N=C/c1ccc([N+](=O)[O-])cc1 | 37 | 0.2 | 2 | -52 | 3 | 2.5 | 101 | 146* | -0.1 | 4
FC(F)(F)c1cccc(NC(=S)NCc2ccc(Cl)cc2)c1 | -8 | -0.6 | 3 | 14 | -1 | 0.87 | 99 | 86 | 0.0 | 1
CCOC(=O)c1c(NC(=O)CSc2nnc(-c3cccnc3)o2)sc2c1CCC2 | -14 | 0.4 | 3 | -3 | -3 | 0.96 | 99 | 103 | -0.1 | 0
COc1ccc(OC/C(O)=C(\C#N)c2nc3ccccc3[nH]2)cc1 | 11 | -3.6 | 16 | -8 | -10 | 1 | 90 | 108 | 0.2 | 0
COc1cccc(Cn2cnc3c([N+](=O)[O-])c(C)c(C)cc32)c1 | 15 | -0.5 | 2 | 11 | -17 | 0.93 | 100 | 90 | -0.4 | -4
CC(C)C(=O)Nc1ccc(C(=O)N2CCN(C(=O)c3ccco3)CC2)cc1 | 10 | -1.4 | -5 | -1 | 7 | 1.1 | 106 | 101 | -0.2 | -8
CCc1cccc(C)c1NC(=O)C1CCN(C(=O)c2ccc([N+](=O)[O-])cc2)CC1 | -1 | -1.4 | 10 | 9 | -6 | 1.2 | 97 | 91 | -0.2 | 0
CSC(=N/N=C(\N)c1cnccn1)SC | 14 | -0.1 | 12 | -4 | 19 | 1.1 | 92 | 103 | -0.4 | 2
CC(C)(C)C(=O)Nc1nc(-c2ccc3c(c2)OCO3)cs1 | 157* | 0.5 | -14 | -42 | 4 | 5.7* | 109 | 139* | 0.0 | -2
COc1cccc(C(=O)Oc2cc(C)[nH]c(=O)c2[N+](=O)[O-])c1 | -9 | 0.1 | 2 | 0 | -7 | 1.3 | 101 | 99 | 0.1 | -1
CC(=O)Nc1cccc(NC(=S)Nc2cccc(Cl)c2Cl)c1 | -3 | 3.3 | 16 | 5 | 8 | 1.8 | 91 | 95 | -0.1 | 0
C=CCn1cnc2c(nnn2-c2ccc(C)c(Cl)c2)c1=O | 7 | -0.1 | 22 | 1 | -22 | 1.4 | 88 | 100 | -0.2 | 0
O=C(c1ccco1)N1C(=O)c2cccc3cccc1c23 | -15 | 0.7 | -8 | -4 | -15 | 1.2 | 109 | 110 | -0.1 | -1
COc1ccc2[nH]c(C)c(CCNC(=S)Nc3ccc(F)cc3)c2c1 | 22 | 3.8 | 22 | 2 | -5 | 0.96 | 84 | 97 | -0.1 | -6

An excerpt from above, showing only Hsp70 act, DTT redox prof and APP 5'UTR act.
| compound | Hsp70 act | DTT redox prof | APP 5'UTR act |
| --- | --- | --- | --- |
| C=CCn1cnc2c(nnn2-c2ccc(C)c(Cl)c2)c1=O | -0.2 | -0.1 | 7 |
| O=C(c1ccco1)N1C(=O)c2cccc3cccc1c23 | -0.1 | 0.7 | -15 |
| COc1ccc2[nH]c(C)c(CCNC(=S)Nc3ccc(F)cc3)c2c1 | -0.1 | 3.8 | 22 |
